High-throughput results: PubChem, several laboratories
CAL PDZ FP-1 – blocks peptide binding to human CAL PDZ domain; Q9HD26; purified CAL PDZ, TMR-peptide fluorescence polarization, 1 h; inhibition, % at 20 µM; 330,000 compounds, 0.02% hits; AID 504414;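 active means highest replicate inhibition of at least 40%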;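 further: plate controls were DMSO neutral control wells for no effect and unlabeled competitor peptide control wells for full effect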
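Material – purified CerCALP PDZ construct · Detection – FP readout, S and P plane fluorescence · Measure – percent inhibition from loss of millipolarization · Controls – unlabelled peptide for full inhibition, DMSO wells as neutral · Probe or stimulus – TMR-labelled reporter peptide T*-PRC34 bound in PDZ groove · Times – 1 h at RT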
Wnt act – activates Wnt/beta-catenin signaling in a reporter cell assay. activator, plate reader. activation, % at 9.35 µM. 300,000 compounds, 1.2% hits. AID 743398; in the data active means activation above about 30%, passing the limit was not always enough; inconclusive means no clear call, values can overlap the other calls;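 further: 0% = neutral control wells and 100% = positive control wells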
CAL PDZ FP-2 – blocks peptide binding to the human CAL PDZ domain. Q9HD26. purified CAL PDZ, TMR-peptide fluorescence polarization, 1 h. inhibition, % at 24.9 µM. 300,000 compounds, 0.92% hits. AID 602252;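 active means mean inhibition of at least 30% with at least half of replicates also reaching 30%; inconclusive means no clear call, values can overlap the other calls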;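 further: 0% = DMSO neutral control and 100% = excess unlabeled competitor peptide PRC23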
E coli growth – counter-screen for AddAB inhibitors: E. coli growth inhibition; E. coli V3065 growth, OD600 absorbance, 18 h; inhibition, % at 11.9 µM; 330,000 compounds, 0.27% hits; AID 449728;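 active means inhibition above the campaign's mean inhibition across all tested compounds plus 3 SD, cut at about 9.9% in these data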;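 further: uninfected addAB+ strain grown without phage in ampicillin broth; 0% = DMSO wells and 100% = ciprofloxacin 0.95 µg/ml wells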
phage Ecoli inh – E. coli growth loss with phage present. growth absorbance. inhibition, % at 11.9 µM. 360,000 compounds, 0.26% hits. AID 651602; in the data active means inhibition above about 11%
SR-BI DiI-HDL act – enhances SR-BI lipid uptake from DiI-HDL | 320,000 compounds, 0.096% hits | AID 504775 | CHO ldlA[mSR-BI] cells, DiI-HDL uptake fluorescence, 3 h; 100 = double the neutral-control signal | activation, % at 12.5 µM;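 active means mean replicate activation of at least 60% and every replicate at or above 60%; inconclusive means mean or all-replicate condition met, but not both; inactive means mean below 60% and not all replicates reaching 60%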;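 further: 0% = median plate neutral-control signal and 100% = twice that signal; values of inactives mirror those of a sister screen read the other way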
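System: LDL receptor-deficient CHO ldlA cells overexpressing murine SR-BI | Timing: 3 h uptake period with compound, 37 °C | Medium: HEPES-buffered (25 mM, pH 7.4) F12 plus 0.5% BSA | Dosing: Single-point compound dose | Signal: Bottom-read fluorescence, 550/595 nm | Read-out: Retained DiI signal reflecting DiI-HDL uptake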
AddAB inh – less growth of phage-infected E. coli with AddAB. E. coli expressing H. pylori AddAB, absorbance growth. AID 435030. inhibition, % at 11.9 µM. 330,000 compounds, 0.29% hits; in the data active means inhibition above about 12%;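 further: 0% = vehicle wells of infected cells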
Tat transport – blocks Tat-dependent protein export in E. coli. E. coli MC4100 TorA-mCherry Tat export, fluorescence. inhibition, % at 10 µM. 340,000 compounds, 0.036% hits;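 active means mean replicate inhibition at least 50% and at least half of replicates individually reaching 50%; inconclusive means only one of the two criteria met; inactive means neither criterion met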;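 further: exported cargo escapes ClpAP degradation while cytoplasmic cargo is degraded and loses fluorescence; 0% = median of neutral control wells and 100% = median of NaSCN control wells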
SR-BI HDL uptake – blocks mouse SR-BI lipid uptake from DiI-HDL; inhibition, % at 12.5 µM; Q61009; ldlA[mSR-BI] CHO cells, DiI-HDL uptake fluorescence, 3 h; 320,000 compounds, 0.96% hits;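 active means mean replicate inhibition of at least 70% and a set share of replicates each scoring 70 or more; inconclusive means meets just one of the two criteria; inactive means fails both criteria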;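 further: 0% = median of neutral control wells and 100% = median of positive control wells; values of inactives mirror those of a sister screen read the other way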
Target sequence (Q61009 whole entry, looked up): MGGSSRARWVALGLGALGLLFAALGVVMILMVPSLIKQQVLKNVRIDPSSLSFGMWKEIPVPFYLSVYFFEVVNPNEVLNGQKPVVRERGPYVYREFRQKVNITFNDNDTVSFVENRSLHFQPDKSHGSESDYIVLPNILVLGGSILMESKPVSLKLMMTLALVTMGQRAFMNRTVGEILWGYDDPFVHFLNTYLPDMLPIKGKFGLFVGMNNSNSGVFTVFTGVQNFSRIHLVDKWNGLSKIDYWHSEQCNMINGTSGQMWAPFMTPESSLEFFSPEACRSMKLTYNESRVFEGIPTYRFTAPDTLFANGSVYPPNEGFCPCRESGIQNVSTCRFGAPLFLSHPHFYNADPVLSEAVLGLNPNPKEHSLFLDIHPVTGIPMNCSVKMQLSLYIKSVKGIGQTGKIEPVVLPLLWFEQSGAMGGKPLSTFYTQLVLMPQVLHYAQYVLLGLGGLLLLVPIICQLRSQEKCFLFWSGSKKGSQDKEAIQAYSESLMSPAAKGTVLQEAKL
MITF TRPM1 HTS – increases MITF-driven TRPM1 promoter luciferase signal; SK-MEL-5 TRPM1-promoter luciferase, 24 h; % of positive control, neutral wells = 0; activation, % at 12.5 µM; 300,000 compounds, 0.75% hits;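 active means mean activation of at least 80% with every replicate also reaching 80%; inconclusive means mean reaches 80% but some replicate falls short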;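 further: 0% = neutral control wells and 100% = parthenolide positive control wells; values of inactives mirror those of a sister screen read the other way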
Numbers without * were called inactive; ? = inconclusive; . = not tested or not shown.

Molecule	CAL PDZ FP-1	Wnt act	CAL PDZ FP-2	E coli growth	phage Ecoli inh	SR-BI DiI-HDL act	AddAB inh	Tat transport	SR-BI HDL uptake	MITF TRPM1 HTS
O=C(CSc1nnnn1-c1ccc(F)cc1)Nc1ccc(N2CCOCC2)c(Cl)c1	-3.7	.	.	-4.1	3.1	1	-2.0	-8	-1	-16
O=C(Nn1c(C2CCCCC2)nc2ccccc2c1=O)c1ccc([N+](=O)[O-])cc1	-0.2	-1	8	0.4	3.5	10	2.9	0	-10	1
CCC(=O)c1c(NC(CC)CO)cc(C)oc1=O (centres undefined)	-0.2	0	-4	-1.7	2.7	5	-1.6	-11	-5	5
CCOC(=O)C1(c2nc(N)cs2)COC(=O)C1 (centres undefined)	20	.	-3	-1.8	0.9	16	-0.5	?	-16	.
O=C(O)C1SCCN1S(=O)(=O)c1ccc2ccccc2c1 (centres undefined)	-1.4	.	-2	-1.7	2.9	.	1.7	3	.	.
O=C(COC(=O)C(Cc1ccccc1)NC(=O)c1ccco1)NC1CC1 (centres undefined)	-0.5	.	-3	-3.8	0.4	8	-1.9	0	-8	.
COc1ccccc1N1CCN(C2CCCN(C(=O)c3cc(C4CC4)on3)C2)CC1 (centres undefined)	0.5	0	128*	-0.4	1.6	7	-0.9	-1	-7	2
COc1cc(/C=C/C(=O)OCC(=O)Nc2ccccc2Cl)cc(OC)c1OC	-1.3	.	-2	0.3	5.1	-11	-0.8	3	11	-4
CC1CCCCC1NC(=S)Nc1ccc(SC(F)F)cc1 (centres undefined)	-0.3	.	9	8.6	10	-26	12	-1	26	40
Cc1cccc(N2C(S)=C(C#N)C(=O)NC2c2cccs2)c1 (centres undefined)	0.7	3	5	1.3	4.0	36	3.4	1	-36	14
Cn1cc(CN2CC3C[C@@H]4CC2C[C@H](C3)C4)c(-c2ccc3c(c2)OCCO3)n1	-2.9	2	-2	0.1	5.8	15	2.5	12	-15	4
Cc1onc(-c2ccccc2Cl)c1C(=O)N1CCOC12CCN(c1cccc(F)n1)CC2	-0.4	1	10	-0.6	4.1	19	0.7	-1	-19	-5
CCS(=O)(=O)c1ccc(O)c(NC(=O)COc2ccc(Cl)cc2)c1	-0.8	1	-5	0.6	7.8	1	2.8	3	-1	8
Cc1cc(C(=O)OCC(=O)NCCC(C)C)c2ccccc2n1	-1.8	.	.	2.6	2.3	2	0.6	2	-2	-3
COc1cc(NC(=O)CNC(c2ccccc2)c2ccccc2)cc(OC)c1OC	-0.9	-1	3	-3.7	2.5	31	-3.6	4	-31	-8
CCc1cc2c(=O)c(-c3ccc4c(c3)OCCO4)coc2c(CN2CCCCC2C)c1O (centres undefined)	-0.5	4	.	1.8	3.3	-50	1.1	0	57	38
CC(C)(C)OC(=O)NN=C(c1ccc(O)cc1)c1ccc(O)cc1	-2.7	-2	-3	0.7	4.0	2	-0.5	-5	-2	5
O=c1nc2ccccc2c2n1CC(CN1CCN(c3ccccc3F)CC1)N2 (centres undefined)	-0.6	.	-6	3.4	2.5	19	3.3	-7	-19	3
C=CCc1cc(Cl)ccc1OCCNCCOC	-3.5	-3	-2	2.0	3.2	11	1.9	6	-11	2
COc1cccc(NC(=O)c2ccccc2-c2ccccc2C(=O)O)c1	-0.8	0	1	-0.6	0.2	7	-1.2	-1	-7	.
CCOC(=O)COc1cc(OCC(=O)OCC)c2c3c(c(=O)oc2c1)CCCC3	-0.6	-1	2	.	-1.5	-47	.	-15	47	15
O=C(CNC1CCCCCC1)c1cccs1	0.2	10	-1	-0.3	-0.3	38	3.4	28	-38	5
C[C@H](NC(=O)OC(C)(C)C)c1nnc(SCC(=O)Nc2cccc(Cl)c2)o1	-2.3	0	-6	1.3	0.4	-27	-0.1	-1	27	10
COc1ccc(NC(=O)CCNS(=O)(=O)c2ccc(NC(C)=O)cc2)cc1Cl	-2.5	3	0	1.1	2.0	.	2.4	-10	.	8
COc1cc2c(cc1OC)C(c1cccc(Cl)c1Cl)CC(=O)N2 (centres undefined)	-1.1	-1	-2	.	1.9	-30	.	-9	30	.
Cc1c(NC(=O)COC(=O)C23CC4CC(CC(Br)(C4)C2)C3)c(=O)n(-c2ccccc2)n1C	-0.6	-2	-6	-3.5	0.1	15	1.0	7	-15	2
Cc1ccc2cc(/C=N/Nc3nc4ccccc4[nH]3)c(Cl)nc2c1	-3.4	.	-3	.	2.6	-1	.	-2	1	14
CN1CC(=O)N(C)c2ncn(Cc3ccccc3)c2C1=O	0.9	.	-2	0.7	1.0	31	-0.1	-8	-31	-8
Cc1ccc(NC(=O)C(C)Sc2nnc(-c3cccnc3)o2)cc1 (centres undefined)	-1.5	21	-2	1.6	2.1	10	1.0	-3	-10	.
CCC1CCCCN1Cc1ccc(OC)c(OC)c1 (centres undefined)	-0.5	1	.	-0.7	.	20	-0.3	11	-20	-3
Cc1cccc(OCCCC(=O)O)c1C	-0.3	3	5	0.9	2.2	12	1.6	-4	-12	-2
Cc1c(C(=O)OCC(=O)Nc2c(C)n(C)n(-c3ccccc3)c2=O)cccc1[N+](=O)[O-]	-2.8	-1	-3	-0.2	4.3	-13	2.8	2	13	-10
COc1cc(C2C3=C(COC3=O)Oc3cc4c(cc32)OCO4)ccc1O (centres undefined)	-1.0	-2	-10	.	2.7	-2	.	6	2	.
Cc1ccc(C(=O)NC(NCc2ccccc2)C(Cl)(Cl)Cl)cc1 (centres undefined)	-0.2	-2	-3	-1.4	7.4	3	6.0	8	-3	5
CC1(C)CC(=O)c2cnc(N3CCN(c4ccccc4)CC3)nc2C1	-0.1	.	-2	-0.9	2.7	-13	3.5	-7	13	14
Oc1cc2c(cc1O)C(c1ccccc1)CNCC2 (centres undefined)	0.6	-1	-2	-2.4	3.0	9	-0.2	-4	-9	2
S=c1nccc(-c2ccc3c(c2)CCO3)[nH]1	0.6	1	-5	-1.8	1.1	23	0.3	-4	-23	.
O=C(Cn1cc2c(n1)CCCCC2)Nc1ccccc1Cl	-3.3	-4	-5	-0.1	0.8	.	-0.2	-4	.	4
O=[N+]([O-])c1cccc(S(=O)(=O)Nc2cccc(-c3ccc(N4CCCC4)nn3)c2)c1	-2.0	5	3	.	3.5	12	.	3	-12	27
Cc1ccc2nsnc2c1NS(=O)(=O)c1c(C)ccc2nsnc12	-0.7	2	.	1.2	3.6	20	1.8	13	-20	-14
Cc1ccc(NCC(=O)Nc2cccc(F)c2)cc1S(=O)(=O)N1CCCCCC1	.	2	-17	-2.0	-1.6	-7	3.9	7	7	-15
CCN(CC)C(=O)Cn1cnc2sc(C(=O)N3CCN(Cc4ccc5c(c4)OCO5)CC3)c(C)c2c1=O	-1.3	-1	4	0.8	2.7	6	3.4	5	-6	-18
CCC1(C)COC(c2ccc3c(c2)OCO3)OC1 (centres undefined)	-0.4	0	17	.	-0.1	8	.	-2	-8	10
Cc1cc(NC(=O)CSc2nnc(COc3ccccc3)n2Cc2ccco2)no1	-2.4	.	-1	-0.2	-0.8	10	2.0	0	-10	-4
CCOC(=O)C1CCCN(C2CCN(Cc3nc(-c4ccccc4)no3)CC2)C1 (centres undefined)	-1.4	-6	2	-2.7	4.6	26	1.1	-3	-26	8
O=S(=O)(NC1CCCCCC1)c1cccc(Cl)c1	0.3	-5	-5	0.3	2.9	-20	2.7	3	20	3
C#CCn1ccc(O)c(Cc2c(F)cccc2Cl)c1=O	-0.3	-2	.	0.9	3.8	36	0.5	-12	-36	13
CC(=O)OCC(=O)[C@@]12OC(C)(C)O[C@@H]1C[C@H]1[C@@H]3C[C@H](F)C4=CC(=O)C=C[C@]4(C)[C@@]3(F)[C@@H](O)C[C@@]12C	.	.	.	-0.2	.	21	0.9	0	-21	.
O=C(CCC(=O)Nc1ccccc1Cl)NNC(=O)NC1CCCCC1	-2.7	2	2	-1.0	1.0	27	1.1	-9	-27	6
Cc1cn([C@H]2C[C@H](O)[C@@H](CCC(=O)NCc3ccccc3)O2)c(=O)[nH]c1=O	1.4	-1	-8	.	0.9	1	.	2	-1	2
CC(C)Oc1ccccc1C1CC(=O)Nc2cc3c(cc21)OCO3 (centres undefined)	-0.1	.	0	0.7	2.2	7	1.0	2	-7	.
O=C(Nc1cnccn1)c1ccncc1	0.8	.	-6	-0.6	-0.4	9	1.6	0	-9	-3
CCCn1c(=O)c2ccccc2n2c(SCCNCCO)nnc12	-0.1	0	0	-0.7	1.3	.	1.2	8	.	0
Cc1ccc(NC(=O)c2cc3ccccc3o2)cc1Cl	-1.6	-2	-4	.	0.5	-55	.	9	55	104*
Cc1ccc(O)c(C(=O)c2cnn(-c3ccccc3)c2)c1	.	14	-6	1.0	3.8	-48	3.7	0	48	8
COc1ccccc1C(=O)N=C1NC(=O)CC2C(=O)NCCN12 (centres undefined)	-0.3	0	.	1.3	4.0	19	2.0	0	-15	10
